# HADH2 inh = inhibitors of human HADH2 dehydrogenase. AID 886. Potency, µM (doses to about 57.1 µM), inactives show at the highest dose activity change, negative = inhibition, hits mostly inhibitors. recombinant HADH2, NADH fluorescence, beta-hydroxybutyryl-CoA. Q99714. 73,000 compounds, 3.4% hits; further: potency means the concentration at half of the fitted maximal effect; on the % scale 0 is the no-effect control and ±100 the full control effect; nearly all actives have a fitted effect of over 60% in size; many of its hits are not listed in these tables
# Target sequence (Q99714 whole entry, looked up, one chain of several): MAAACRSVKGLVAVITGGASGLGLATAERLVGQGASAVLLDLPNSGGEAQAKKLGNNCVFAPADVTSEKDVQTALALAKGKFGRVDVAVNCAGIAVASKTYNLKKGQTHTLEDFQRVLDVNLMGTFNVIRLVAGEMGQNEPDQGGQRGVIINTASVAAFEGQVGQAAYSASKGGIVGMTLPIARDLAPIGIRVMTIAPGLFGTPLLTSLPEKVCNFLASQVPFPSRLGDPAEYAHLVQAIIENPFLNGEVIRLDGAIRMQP
#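 Activity measured as NADH fluorescence gain (360/450 nm), taken as the change between first and last reads of a 4-min kinetic run. Conditions: pH 9.0 Tris buffer, 20 nM E. coli-expressed His-tagged enzyme, 1 mM NAD+, 90 uM beta-hydroxybutyryl-CoA; 15-min compound preincubation.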
# GFP derepression = derepresses silenced GFP locus in mouse C127i cells. AID 597. Potency, µM (titrated, usually from 46.1 µM), without a hit: top-dose GFP derepression (activation). mouse C127i GFP locus derepression, cytometry, 30 h. 68,000 compounds, 0.09% hits; further: % of control where 0% means no effect
#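 Read-out is the number of GFP-positive cells, scored as fluorescent objects 20 to 120 um wide, reflecting derepression of a silenced CMV-GFP reporter in murine C127i cells after 30 h compound exposure at 37 C.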
# USP2a inh = USP2a (human) protease inhibition; USP2a enzymatic assay, qHTS inhibition; O75604; AID 927; 60,000 compounds, 0.1% hits; Potency, µM (highest dose often 38.3 µM), for the others: at the highest dose activity change, negative = inhibition, most hits filed as inhibitors;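 further: potency means the concentration at half of the fitted maximal effect; nearly all actives have a fitted effect of over 60% in size; plate controls were DMSO for no effect and NEM full inhibition control for full effect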
# Target sequence (O75604 whole entry, looked up): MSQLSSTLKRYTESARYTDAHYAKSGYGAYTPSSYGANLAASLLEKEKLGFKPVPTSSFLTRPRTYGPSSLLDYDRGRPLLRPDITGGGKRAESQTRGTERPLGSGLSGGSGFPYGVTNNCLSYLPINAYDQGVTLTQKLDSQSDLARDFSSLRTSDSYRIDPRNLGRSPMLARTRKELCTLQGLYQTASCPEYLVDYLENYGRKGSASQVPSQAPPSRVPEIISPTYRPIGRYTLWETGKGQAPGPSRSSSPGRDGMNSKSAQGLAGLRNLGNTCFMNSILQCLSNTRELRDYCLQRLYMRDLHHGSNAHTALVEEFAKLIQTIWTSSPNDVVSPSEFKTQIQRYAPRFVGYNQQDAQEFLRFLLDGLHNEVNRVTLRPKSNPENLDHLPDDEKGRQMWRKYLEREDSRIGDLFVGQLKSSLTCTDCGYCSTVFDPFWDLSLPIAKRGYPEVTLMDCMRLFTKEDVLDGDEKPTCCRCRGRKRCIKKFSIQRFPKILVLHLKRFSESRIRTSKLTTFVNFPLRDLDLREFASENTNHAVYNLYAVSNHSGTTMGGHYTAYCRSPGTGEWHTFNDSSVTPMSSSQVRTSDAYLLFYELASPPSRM
#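 USP2 core (20nM final) preincubated 30 min RT with compound, then Ub-PLA2 20nM and NBD C6-HPC 20uM final added; buffer 20mM Tris-HCl pH 8.0, 2mM CaCl2. Fluorescence Ex 460/Em 535 read at 0 and 2.5 h; normalized to NEM.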
# UbGFP stabilizer = inhibits proteasome, raising ubiquitin-GFP reporter fluorescence; Ubiquitin-GFP reporter cells, proteasome inhibition, GFP fluorescence; response scale: untreated = 0%, 10 µM MG-132 = 100%; Potency, µM (highest dose often 45.9 µM), for inactives: at the top dose activation (GFP accumulation), actives largely listed as activators; 67,000 tested, under 10 active; AID 526; active means well fitted activation curve with a large enough effect, not every such curve was filed as active; inconclusive means small, poorly fitted or top-dose-only effect, or another doubt; inactive means no such curve, though single readings can be large or run the other way; further: potency means the concentration at half of the fitted maximal effect
#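 U2OS cells expressing ubiquitin(G76V)-GFP, seeded overnight in 0.5% FBS medium, then treated 4 hr at 37 C across 46 uM to 2.9 nM. GFP-positive cells counted by laser cytometry (488 ex/515 em); %activity scaled between basal and 10 uM MG-132.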
# 15-hLO inh = 15-hLO (ALOX15) enzyme inhibition | purified 15hLO-1, xylenol orange hydroperoxide absorbance | Potency, µM (highest dose often 57.1 µM), without a hit: at the highest dose activity change, negative = inhibition, actives largely listed as inhibitors | 74,000 compounds, 1.4% hits | P16050; further: potency means the concentration at half of the fitted maximal effect; on the % scale 0 is the no-effect control and ±100 the full control effect; nearly all actives have a fitted effect of over 55% in size
#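 Inhibition is scored from a chromogenic endpoint. After 15 min enzyme-compound contact, arachidonic acid (50 uM final) reacts 6 min with 40 nM 15hLO-1 at room temperature, then Fe-XO reagent is added for 30 min and absorbance ratio recorded.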
# BRCT inh green = blocks human BRCA1 BRCT binding to phosphopeptide, green readout. 75,000 compounds, 0.05% hits. AID 875. P38398. Potency, µM (highest dose often 76.9 µM), without a hit: at the highest dose activity change, negative = inhibition, most hits filed as inhibitors. BRCA1 BRCT-phosphopeptide binding, green fluorescence polarization;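 further: potency means the concentration at half of the fitted maximal effect; plate controls were peptide without protein for full effect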
#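 Fluorescence polarization: His-tagged BRCT (~35 kDa BRCA1 C-terminus, 250 nM) bound to 100 nM fluorescein-labeled phosphorylated 10-aa BACH1 peptide, pH 7.3 phosphate buffer with DTT and Tween 20. Compounds incubated 12 min at room temperature; inhibition read as lowered polarization.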
# BRCT inh red = BRCT-phosphoprotein interaction inhibition (red fluorophore); BRCT-phosphopeptide binding, red fluorescence polarization; P38398; Potency, µM (titrated, usually from 76.9 µM), for inactives: at the top dose activity change, negative = inhibition, actives largely listed as inhibitors; 75,000 compounds, 0.03% hits; further: on the % scale 0 is the no-effect control and ±100 the full control effect
#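 Rhodamine-labelled pBACH1 10-mer (100 nM) bound to BRCT domain (100 nM) at pH 7.3; compounds incubated 12 min room temperature, polarization read. Free peptide defines full inhibition; unlabelled decapeptide titrated as control.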
# CRE Fsk mod = CRE-bla signaling modulation under forskolin stimulation; Potency, µM (series often up to 38.2 µM), for the others: at the highest dose activity change, negative = inhibition, usual class: activators; CHO CRE-bla reporter (cAMP response element driving beta-lactamase), forskolin EC10, beta-lactamase ratio; 71,000 compounds, 2.5% hits; AID 662; active means well fitted activation curve with a large enough effect in the signal ratio, with a control signal flat, not every such curve was filed as active; inconclusive means small, poorly fitted or top-dose-only effect, or effect the other way, or a change in a side signal; the % refers to the signal ratio; further: potency means the concentration at half of the fitted maximal effect; % of control where 0% means no effect
#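 Forskolin analogue NKH 477 at EC10 stimulated CRE-driven beta-lactamase in CHO cells alongside compound dilution series. Beta-lactamase was measured with CCF4, excitation 405 nm, emission ratio 460/530 nm.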
# HBB splice mod = modulators of hemoglobin beta chain splicing; HBB splicing reporter cell assay, activation; EGFP reporter with mutant IVS2-654 intron; response scale: normalised to 500 nM splice-correcting PNA; Potency, µM (series often up to 46.1 µM), inactives show at the top dose activation, usual class: activators; 65,000 compounds, 0.06% hits; further: potency means the concentration at half of the fitted maximal effect; 0% is about no effect
#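 HeLa cells stably expressing EGFP interrupted by mutant beta-globin intron 2 (IVS2-654), 500/well in 2% FCS. Treated with compound for 2 days at 37C. Splicing correction scored as total well GFP intensity (488 nm excitation, 500-520 nm emission); 500 nM antisense PNA served as control.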
# Hsp90 Hop PPI = changes Hsp90-Hop TPR2A binding signal, up or down; Potency, µM (doses to about 57 µM), without a hit: at the top dose activity change, negative = inhibition; AlphaScreen TPR2A-His6 binding biotin-Hsp90 C-terminal peptide; 71,000 compounds, 0.44% hits; active means well fitted curve in either direction with a large enough effect; inconclusive means small, poorly fitted or top-dose-only effect, or another doubt; further: potency means the concentration at half of the fitted maximal effect; on the % scale 0 is the no-effect control and ±100 the full control effect; many of its hits are not listed in these tables
# Pol III holo inh = inhibitors of bacterial DNA polymerase III holoenzyme; 71,000 compounds, 0.25% hits; Potency, µM (top dose mostly 57.1 µM), without a hit: at the top dose activity change, negative = inhibition; reconstituted DNA polymerase III holoenzyme replication, biochemical; further: potency means the concentration at half of the fitted maximal effect; on the % scale 0 is the no-effect control and ±100 the full control effect
#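 Reconstituted *E. coli* holoenzyme (0.35 nM Pol III, 1 nM beta, 154 nM SSB, 2 nM primase) was preincubated with compound for 15 min at RT. Synthesis on 1.4 nM ssM13Gori ran 35 min, then was stopped with PicoGreen/EDTA and read as dsDNA fluorescence.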
# * = called active by the depositor; ? = inconclusive; · = no result given; [ ] = remark or other dose. Unless noted, the call rests on the fitted dose curve; in most records, active means well fitted curve in the direction sought with a large enough effect; inconclusive means small, poorly fitted or top-dose-only effect, or another doubt; inactive means no such curve, though single readings can be large; an effect the other way counts as inactive or inconclusive. The list is partial. The share of hits here may be higher or lower than overall.
SMILES	HADH2 inh	GFP derepression	USP2a inh	UbGFP stabilizer	15-hLO inh	BRCT inh green	BRCT inh red	CRE Fsk mod	HBB splice mod	Hsp90 Hop PPI	Pol III holo inh
O=C1CC(N2CCCCCC2)C(=O)N1c1ccc2c(c1)OCO2 (configuration not stated)	-5%	?	3%	3%	-4%	0.3%	0.2%	6%	2.5%	-5%	-2%
CCOC(=O)/C(C(C)=O)=C1\OC(=O)c2ccccc21	3%	-2%	-1%	14%	-2%	-2.6%	0.7%	?	2.3%[1.84 µM]	0%	-6%
O=C(c1cc(-c2cccs2)on1)N1CCN(c2ccc(F)cc2)CC1	2%	-2%	-5%	-7%	-18%	-0.3%	0.9%	?	-4.3%	10%	-3%
CCCCn1c2c(c(=O)n(C)c1=O)C(c1ccc(OC)cc1)N1CCCCCC1=N2 (configuration not stated)	-8%	-1%	13%	2%	-13%	-0.5%	-0.7%	10%	-2.4%	6%	-3%
CCn1c2ccccc2c2cc(NC(=O)C3CCN(S(=O)(=O)c4cccs4)CC3)ccc21	19%	6%	13%	-2%	5%	0.9%	0.3%	-6%	-0.2%[57.5 µM]	-5%	-2%
CSCCOC(=O)c1[nH]c2c(c1C)C(=O)CC(c1ccco1)C2 (configuration not stated)	-12%	-2%	·	-6%	-16%	-3.1%	-0.2%	7.9µM*	-0.6%	-4%	-4%
CC1(C)CC(=O)C=C(N2CCNCC2)C1	3%	-2%	5%	4%	-8%	-0.4%	1.1%	8%	3.7%	-4%	-4%
Cc1occc1C(=O)Nc1cc(C(C)(C)C)on1	-2%	3%	0%	5%	0%	-1.7%	-0.5%	14%	0.7%	0%	-10%
O=C(c1cnsn1)N1CCN(c2ccccc2)CC1	6%	2%	-4%	-5%	4%	-2.3%	-1.8%	-2%	5.6%	-2%	0%
CC(C)(C)NC(=O)Cn1c(SCC(=O)NCc2cccs2)nc2ccccc21	-6%	-1%	5%	-3%	0%	-0.2%	0.6%	-3%	·	-4%	1%
COc1ccc(Cc2noc(-c3ccc(OC)c(OC)c3)n2)cc1OC	20%	-4%	30%	-4%	-16%	2.2%	-1.6%	?	-0.5%[57.5 µM]	0%	1%
C(=N\n1cnnc1)/c1ccc2c(c1)OCCO2	?	0%	-2%	-1%	9%	-5.9%	-1.4%	-1%	-0.2%[57.5 µM]	-3%	-4%
O=C(OCc1nc2ccccc2s1)c1ccc(Br)s1	-7%	0%	-3%	-6%	-7%	2.8%	0.0%	-16%	0.4%	?	-6%
CC(C)(C)c1cc(CNC2CS(=O)(=O)C[C@@H]2O)cc(C(C)(C)C)c1O (some centres not stated)	-9%	3%	26%	·	?	-1.7%	-1.0%	8%	-2.0%[0.369 µM]	-9%	-2%
NS(=O)(=O)c1ccc(NC2(C(=O)O)CCCC2)cc1	5%[11.4 µM]	0%[9.22 µM]	·	-5%[9.17 µM]	12%[11.4 µM]	-2.0%[15.4 µM]	-0.3%[15.4 µM]	?	4.9%[9.22 µM]	-4%[11 µM]	-7%[11.4 µM]
CCOC(=O)c1cc2sc(C)cc2n1CC(=O)N1CCc2ccccc21	-2%	4%	96%[activator]	-3%	-2%	-1.2%	-1.2%	-6%	·	1%	-1%
C=CC[C@@H]1C=C[C@@H](O/N=C\c2ccc(C(=O)N3[C@H](c4ccc(C)cc4)[C@@H](C)CC[C@H]3C(=O)OC)cc2)[C@@H](CO)O1	8%[11.4 µM]	·	·	·	1%[11.4 µM]	-1.4%[15.4 µM]	0.1%[15.4 µM]	·	1.8%[9.22 µM]	·	·
C=CCNC(=O)c1cc(-c2ccccc2O)on1	-8%	0%	·	-6%	-5%	-2.8%	-0.8%	2%	-1.1%	-3%	-7%
Nc1cccc(C(=O)Nc2ccc(N)cc2Cl)c1	36%[activator]	-2%	-6%	-18%	13%	-0.8%	0.4%	4%	0.0%[9.22 µM]	-1%	1%
COc1ccc2oc(C)c(C(N)=O)c2c1	-6%	-2%	·	-2%	5%	-0.8%	-0.2%	2%	0.0%[57.5 µM]	-2%	-1%
COC(=O)C/C=C\[C@@H](C)[C@@H](/C=N\OCC[C@@H]1C=C[C@H](OC(C)=O)[C@H](COC(C)=O)O1)OC	-6%[11.4 µM]	·	·	·	4%[11.4 µM]	-3.0%[15.4 µM]	0.7%[15.4 µM]	·	0.6%[9.22 µM]	·	·
O=C(NCCN1CCOCC1)c1nn2c(c1Cl)NC(c1ccccc1)CC2C(F)(F)F (configuration not stated)	8%	2%	10%	9%	14%	-0.6%	-0.1%	3%	-0.3%	0%	-5%
COc1cc2cc(CN(CCN3CCCC3)C(=O)Nc3ccc(F)cc3)c(=O)[nH]c2cc1OC	-25%	-4%	-8%	1%	?	3.3%	-0.6%	7%	-5.7%	-7%	-18%
O=S(=O)(Nc1ncn[nH]1)c1ccc2ccccc2c1	6%	5%	2%	-4%	8%	-7.0%	-0.1%	-7%	1.5%	2%	-2%

# In another format: 2 of the compounds above.
# Every second line gives: HADH2 inh	GFP derepression	USP2a inh	UbGFP stabilizer	15-hLO inh	BRCT inh green	BRCT inh red	CRE Fsk mod	HBB splice mod	Hsp90 Hop PPI	Pol III holo inh
- COc1cc2cc(CN(CCN3CCCC3)C(=O)Nc3ccc(F)cc3)c(=O)[nH]c2cc1OC
 : -25%	-4%	-8%	1%	?	3.3%	-0.6%	7%	-5.7%	-7%	-18%
- C=CCNC(=O)c1cc(-c2ccccc2O)on1
 : -8%	0%	·	-6%	-5%	-2.8%	-0.8%	2%	-1.1%	-3%	-7%

# (continued)
SMILES	HADH2 inh	GFP derepression	USP2a inh	UbGFP stabilizer	15-hLO inh	BRCT inh green	BRCT inh red	CRE Fsk mod	HBB splice mod	Hsp90 Hop PPI	Pol III holo inh
CCCCOC(=O)N1CCOCCOCCN(C(=O)OCCCC)CCOCCOCC1	7%	0%	25%	0%	-3%	0.0%	-0.3%	0%	0.1%[57.5 µM]	0%	-1%
Cn1cccc1Cc1nnc(SCC(=O)Nc2ccc3c(c2)OCO3)n1-c1ccc(F)cc1	1%	·	·	4%	-21%	-0.6%	1.5%	-18%	-1.4%	-5%[2.3 µM]	-6%
CCCCOC(=O)CSc1nc2c(cc1C#N)C(=O)CC(C)(C)C2	-5%	2%	-21%	-2%	-27%	-4.6%	-5.6%	5%	-2.0%[0.369 µM]	3%	-11%
COc1ccc(CSc2nnnn2Cc2ccccc2)cc1OC	-5%[11.4 µM]	-2%	5%[7.66 µM]	19%[9.17 µM]	-1%[11.4 µM]	-0.7%	0.7%	?	-0.1%[0.0738 µM]	-2%[11 µM]	-5%[11.4 µM]
C=CCc1ccc(OCC(O)COCC)c(OC)c1 (configuration not stated)	-7%	0%	7%	11%	2%	0.6%	2.3%	3%	0.2%[9.22 µM]	-3%	-6%
CCN(CC)c1ncccc1C(=O)NCc1cccs1	-17%	-2%	7%	2%	5%	0.2%	1.3%	7%	·	-1%	-6%
COc1cc(NC(=O)Nc2cccc(C(C)=O)c2)cc(OC)c1OC	-2%	3%	22%	-2%	3%	-2.5%	-0.2%	?	0.5%	0%	0%
CCN1C(=O)Cc2cc(S(=O)(=O)N3CCOCC3)ccc21	3%	-3%	-2%	8%	8%	-0.2%	-0.2%	-3%	0.7%	-1%	-8%
CN(C)CCOC(=O)COc1ccc(Cl)cc1	2%[25.6 µM]	2%[20.6 µM]	-9%	4%[20.5 µM]	0%	-1.2%[3.08 µM]	0.3%	-2%[17.1 µM]	0.8%[20.6 µM]	-1%[26 µM]	-5%[25.6 µM]
O=C(Cn1c(-c2ccccc2)noc1=O)Nc1ccc(S(=O)(=O)N2CCOCC2)cc1	16%	0%	16%	2%	-16%	0.2%	0.7%	-15%	0.0%[57.5 µM]	0%	-5%
O=C1C2C3C=CC(C3)C2C(=O)N1CN(Cc1ccccc1)CN1C(=O)C2C3C=CC(C3)C2C1=O (configuration not stated)	21%	1%	·	-3%	8%	-2.0%	-0.1%	4%	-0.2%[57.5 µM]	1%	-2%
CC(C)NS(=O)(=O)c1ccc(CCC(=O)NCc2ccco2)cc1	-6%	0%	12%	2%	7%	0.2%	-0.3%	-11%	-0.3%[57.5 µM]	-1%	-4%
